High-throughput results: PubChem BioAssay, National Center for Advancing Translational Sciences (NCATS)
G9a inh: inhibitors of human histone lysine methyltransferase G9a. G9a H3K9 monomethylation, AlphaScreen, 2 h. Potency, µM (highest dose often 102 µM), inactives show at the highest dose activity, negative = inhibition, usual class: inhibitors. hit rate 8.8% among 350,000. AID 504332; note: % is set by controls: 0 for no effect and ±100 for the full control effect; nearly all actives have a fitted effect of over 75% in size
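Readings reflect AlphaScreen signal from monomethyl-H3K9 antibody detection. HMT at 20 nM; substrate b-H3K9 500 nM; cofactor SAM 20 uM; 2 h RT reaction; compounds tested as titrations in qHTS with 15 min preincubation.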
JMJD2A Tudor inh: inhibitors of human JMJD2A Tudor domain; O75164; AlphaScreen JMJD2A-Tudor / H3K4me3 peptide binding; Potency, µM (titrated, usually from 114 µM), for inactives: at the top dose activity change, negative = inhibition, usual class: inhibitors; hit rate 4.4% among 390,000; AID 504339; note: % is set by controls: 0 for no effect and ±100 for the full control effect; nearly all actives have a fitted effect of over 50% in size
POLK inh: inhibitors of human DNA polymerase kappa. purified Pol kappa, fluorescent DNA synthesis assay, 10 min. AID 588579. Potency, µM (series often up to 107 µM), without a hit: at the highest dose activity, negative = inhibition, actives largely listed as inhibitors. hit rate 0.53% among 400,000; note: % is set by controls: 0 for no effect and ±100 for the full control effect
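Kinetic fluorescence screen: compound preincubated 15 min RT with 10 nM enzyme; 50 nM substrate (final) initiates; reads at 0/10 min.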
POLB inh: inhibitors of human DNA polymerase beta; hit rate 1.3% among 340,000; P06746; Potency, µM (top dose mostly 114 µM), for the others: top-dose activity change, negative = inhibition, hits mostly inhibitors; Pol beta primer extension/strand displacement, fluorescence kinetic; note: % is set by controls: 0 for no effect and ±100 for the full control effect
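Human Pol beta at 10 nM; strand-displacement substrate 50 nM final. Compound exposure 15 min at room temperature before start, reaction 10 min at room temperature.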
BAZ2B inh: blocks human BAZ2B; hit rate 4.4% among 360,000; AID 504333; Potency, µM (titrated, usually from 114 µM), for inactives: at the highest dose activity change, negative = inhibition, actives largely listed as inhibitors; Q9UIF8; AlphaScreen BAZ2B-H3K14Ac peptide displacement; note: % is set by controls: 0 for no effect and ±100 for the full control effect; nearly all actives have a fitted effect of over 60% in size
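AlphaScreen displacement: compounds (up to 110uM) incubated 30 min at room temperature with a preformed 50 nM BAZ2B/50 nM biotinylated H3K14Ac peptide complex in PBS pH 7.4 with Tween-20. Donor and acceptor beads at 10 ug/mL final added, 20 min light-protected before reading.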
POLI inh: inhibitors of human DNA polymerase iota | AID 588590 | hit rate 1% among 390,000 | Q9UNA4 | Pol iota fluorescent replication assay, 10 min | Potency, µM (titrated, usually from 115 µM), for the others: top-dose activity, negative = inhibition, hits mostly inhibitors
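Fluorescent replication assay read twice, at 0 min and 10 min after adding 50 nM (final) substrate. Enzyme (10 nM) and compounds were first incubated 15 min at room temperature; enzyme-free buffer wells were negative controls.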
BLM helicase inh: inhibitors of human Bloom syndrome helicase BLM; recombinant BLM DNA unwinding, fluorescence dequenching; hit rate 0.2% among 350,000; P54132; Potency, µM (top dose mostly 56.1 µM), without a hit: top-dose activity change, negative = inhibition, most hits filed as inhibitors;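 note: plate controls were vehicle for no effect and no enzyme for full effect; nearly all actives have a fitted effect of over 35% in size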
POLH inh: blocks human DNA polymerase eta activity. hit rate 1.2% among 390,000. recombinant Pol eta, fluorescent DNA replication assay. Q9Y253. Potency, µM (doses to about 114 µM), for the others: at the top dose activity change, negative = inhibition, usual class: inhibitors; note: % is set by controls: 0 for no effect and ±100 for the full control effect
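Fluorescent replication assay: 50 nM final substrate added after a 15 min room-temperature compound preincubation with 10 nM enzyme. Signal taken at 0 min and again at 10 min.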
APE1 inh: APE1 (human) endonuclease inhibition | P27695 | recombinant APE1, TAMRA/BHQ-2 abasic DNA cleavage fluorescence | Potency, µM (titrated, usually from 65.8 µM), for the others: at the top dose activity change, negative = inhibition, most hits filed as inhibitors | hit rate 0.35% among 350,000;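 note: plate controls were vehicle for no effect and reference inhibitor for full effect; nearly all actives have a fitted effect of over 55% in size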
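Substrate: short duplex with […] THF abasic site, 5'-TAMRA and 3'-BHQ-2, 50 nM final. APE1 at 0.75 nM, preincubated 15 min RT with compound. Fluorescence increase from first to third read measured activity.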
* hit, by the source's call; ? = inconclusive; nt = not tested or not shown; [ ] = remark or other dose. Calls come from the whole dose curve; as a rule, active = well fitted curve in the direction sought with a large enough effect; inconclusive = small, poorly fitted or top-dose-only effect, or another doubt; inactive = no such curve, though single readings can be large; an effect the other way counts as inactive or inconclusive. Potency is the fitted concentration of half-maximal effect.

BLM helicase inh | JMJD2A Tudor inh | POLI inh | POLH inh | BAZ2B inh | POLB inh | G9a inh | APE1 inh | POLK inh | SMILES
nt | -2% | 7% | -16% | nt | nt | nt | -12% | -18% | N#CCCN(C(=O)COC(=O)CCC(=O)c1cccs1)c1ccccc1
-9% | ? | 41%[activator] | -13% | ? | -4% | 25µM* | 17% | 15% | O=C(NNC(=S)NC(=O)c1cn(-c2ccccc2)nc1-c1ccccc1)c1ccncc1
-5% | 17% | 2% | 1% | 1% | -3% | 6%[59 µM] | nt | -3% | COc1ccc(-c2cc(-c3ccccc3)nc3c2COc2ccc(F)cc2-3)cc1
-1% | 5% | 43%[activator] | -8% | 0% | 9% | -2%[59 µM] | nt | 7% | Cc1ccc(NS(=O)(=O)c2ccc3nc(-c4ccccc4)[nH]c3c2)c(Br)c1
0% | -11% | -2% | -14% | -15% | ? | ? | 9% | -14% | CCC(=O)N1CCCc2cc(S(=O)(=O)CCC(=O)Nc3ccccc3C)ccc21
-6% | -1% | 6% | -9% | -15% | 0% | nt | -9% | 6% | NC(=O)c1c(NC(=O)c2ccccc2Cl)sc2c1CCC2
nt | -7% | -7% | -17% | nt | nt | nt | nt | -10% | COc1ccc(Cl)cc1CC=NNC(=O)c1ccncc1
nt | -32% | 27% | -12% | -33% | nt | -4%[0.501 µM] | 39% | 5% | COc1ccc2c(c1)OC[C@H]1[C@H]2N2C(=O)CN(Cc3ccco3)C(=O)[C@@]2(C)[C@H]1c1ccccc1
nt | -14% | 34%[activator] | 2% | 6% | nt | ? | 8% | -12% | CC(C)CCN(C(=O)C1=COCCO1)c1c(N)n(Cc2ccccc2)c(=O)[nH]c1=O
-1% | ? | -20% | -8% | -33% | 96% | 98%[activator] | 19% | -7% | Nc1nonc1-n1nnc(C(=O)N/N=C/c2ccccn2)c1CNc1ccccc1
-4% | -15% | 26% | 7% | -24% | -8% | 17% | -1% | -21% | O=C(NCCCNC(=O)c1ccco1)c1ccco1
-8% | -24% | -5% | -15% | -33% | 30% | 22%[0.0925 µM] | 1% | -4% | CCOC(=O)c1c(C)nc2sc3c(=O)n(-c4ccc(OC)cc4)nnc3c2c1-c1ccc(OC)cc1
-2% | -22% | 8% | -4% | 1% | -1% | 0% | 2% | 12% | CCN1CCN(Cc2nc3c(c(=O)n(C)c(=O)n3C)n2CCc2ccccc2)CC1
nt | -5% | 27% | -2% | -6% | nt | 10%[2.33 µM] | -3% | 3% | COc1cc(NC(=O)C2CC(=O)N(Cc3ccco3)C2)c(OC)cc1Cl (stereo not given)
0% | -6% | 140%[activator] | -13% | 0% | 7% | 32%[activator][59 µM] | 6% | 5% | CCSc1ccc(-c2nn(-c3ccccc3)cc2/C=C(/C#N)C(=O)NCCCOC)cc1
0% | -31% | ? | -2% | ? | 14% | 8%[59 µM] | -4% | 6% | CCCCNC(=O)c1onc(CSc2cccc(C)c2)c1C(=O)O

Sorted by count of non-hydrogen atoms (ascending): part of the list above
BLM helicase inh | JMJD2A Tudor inh | POLI inh | POLH inh | BAZ2B inh | POLB inh | G9a inh | APE1 inh | POLK inh | SMILES
nt | -7% | -7% | -17% | nt | nt | nt | nt | -10% | COc1ccc(Cl)cc1CC=NNC(=O)c1ccncc1
-5% | 17% | 2% | 1% | 1% | -3% | 6%[59 µM] | nt | -3% | COc1ccc(-c2cc(-c3ccccc3)nc3c2COc2ccc(F)cc2-3)cc1
-1% | ? | -20% | -8% | -33% | 96% | 98%[activator] | 19% | -7% | Nc1nonc1-n1nnc(C(=O)N/N=C/c2ccccn2)c1CNc1ccccc1
nt | -32% | 27% | -12% | -33% | nt | -4%[0.501 µM] | 39% | 5% | COc1ccc2c(c1)OC[C@H]1[C@H]2N2C(=O)CN(Cc3ccco3)C(=O)[C@@]2(C)[C@H]1c1ccccc1

(continued)
BLM helicase inh | JMJD2A Tudor inh | POLI inh | POLH inh | BAZ2B inh | POLB inh | G9a inh | APE1 inh | POLK inh | SMILES
1% | -10% | -4% | -8% | -3% | 20% | -7% | 0% | 18% | CCOC(=O)N1CCC(NC(=O)CSc2cc(=O)n(CC)c3ccccc23)CC1
-5% | 1% | 32%[activator] | -5% | 4% | 17% | -5% | -1% | -13% | O=C(OCc1ccc(Br)cc1F)c1cc2ccccc2oc1=O
-5% | -8% | -11% | -6% | -5% | 2% | 16%[59 µM] | 5% | -3% | O=C(c1ccco1)N1CCN(C(=O)c2cnn3c2NC(c2cccs2)CC3C(F)(F)F)CC1 (stereo not given)
-2% | -13% | -8% | -11% | -12% | 69% | nt | -8% | -6% | O=C(c1cccc(Cl)c1)N1CCC2(CC1)NCCc1[nH]cnc12
-8% | -19% | -10% | 4% | 8% | -1% | 8%[59 µM] | -4% | -9% | Cc1nnc(SCC(=O)Nc2ncc3c(n2)CC(c2ccccc2)CC3=O)s1 (stereo not given)
nt | -12% | 18% | -18% | ? | nt | ? | 38% | -1% | O=C(c1ccc(Cl)cc1Cl)N1CCN(c2ccc(N3CCOCC3)nn2)CC1
-9% | -9% | 11% | -10% | ? | 11% | nt | 17% | -7%[60.1 µM] | CCN(CC)CCn1c(=N)n(CC(O)c2ccc(OC)c(OC)c2)c2ccccc21 (stereo not given)
nt | -23% | 24% | -28% | 8% | nt | 2% | -15% | -10% | CC(C)(C)c1ccc(OCCCC(=O)Nc2cccc(S(=O)(=O)N3CCOCC3)c2)cc1
-9% | -31% | -19% | ? | 79µM* | -8% | ? | 5% | -5% | C=CCn1c2ccccc2c2nnc(SCc3[nH]c(=O)[nH]c3C(=O)CCCCC(=O)OCC)nc21
-2% | -12% | 18% | -4% | -17% | 2% | 2% | -8% | -3% | CC(=O)c1ccc(NC(=O)C(C)OC(=O)C2CC(=O)N(c3ccc4c(c3)OCCO4)C2)cc1 (stereo not given)
5% | 12%[57.1 µM] | 14% | -8% | -13% | -23% | -3%[59 µM] | 7% | -8% | COC(=O)c1ccc(CNC(=O)COC(=O)CCC2CCCC2)cc1
-4% | -10% | 1% | -8% | -10% | -6% | -22%[2.33 µM] | 7% | -16% | O=C(CSCc1ccc(Cl)cc1)N/N=C/c1ccccc1
0% | 18µM* | 14% | -10% | -24% | 16% | 18µM* | -15% | -1% | COc1cccc(C(=O)CSc2nnc(CNS(C)(=O)=O)n2-c2ccc(C)cc2)c1
8% | -26% | 28% | -20% | -19% | 3% | ? | ? | -18% | COc1ccc(C)cc1NC(=O)c1nnn(Cc2cc(C)ccc2C)c1N
-1% | -19% | 16% | -18% | -11% | -28% | 5%[59 µM] | nt | -3%[60.1 µM] | COc1ccc(CCNc2nc(SCc3cccc(Cl)c3)nc3ccccc23)cc1OC
-1% | -12% | 22% | -8% | 4% | 1% | 10%[59 µM] | -4% | -7% | CN(C)C(=O)CSc1nnc([C@H](Cc2c[nH]c3ccccc23)NC(=O)OC(C)(C)C)o1
-10% | nt | nt | nt | ? | ? | 45µM* | 10% | nt | O=C(CCCN1C(=O)/C(=C/c2cccs2)SC1=S)Nc1ccc(O)c(C(=O)O)c1
-10% | -18% | 148%[activator] | -23% | 4% | 2% | -3%[2.33 µM] | -11% | 1% | O=C(OCc1ccc(COC(=O)c2ccc(O)cc2)cc1)c1ccc(O)cc1
-3% | -7% | -19% | -11% | -3% | -28% | -26% | -4% | 1% | COc1ccc(-c2nnc(SCC(=O)Nc3cc(C)on3)n2C)cc1OC
-5% | 6% | 13% | -7% | ? | 2% | -119%[59 µM] | -4% | 8% | Cc1nc(N=Nc2ccc(O)cc2)n[nH]1
nt | -10% | -1% | ? | nt | nt | nt | nt | -2% | Cn1c(-c2ccc(C(=O)c3ccccc3)s2)nc2ccccc21
-6% | -34% | -27% | ? | -33% | -23% | 4.5µM* | 0% | -17% | Cn1c(=O)c(N)c2c3c(c(Br)ccc31)C(=O)c1ccccc1-2
-5% | -19% | -2% | -14% | -9% | 4% | -48% | 7% | 10% | O=[N+]([O-])c1nn(-c2ccc3c(c2)OCCO3)n(O)c1=NC1CCCC1
2% | -17% | 9%[58.9 µM] | -18% | 23% | 12% | -1% | ? | -2% | COc1ccc(NC(=O)c2ccccc2O)c(OC)c1

Next section; it opens with the two that closed the last part.
BLM helicase inh | JMJD2A Tudor inh | POLI inh | POLH inh | BAZ2B inh | POLB inh | G9a inh | APE1 inh | POLK inh | SMILES
-5% | -19% | -2% | -14% | -9% | 4% | -48% | 7% | 10% | O=[N+]([O-])c1nn(-c2ccc3c(c2)OCCO3)n(O)c1=NC1CCCC1
2% | -17% | 9%[58.9 µM] | -18% | 23% | 12% | -1% | ? | -2% | COc1ccc(NC(=O)c2ccccc2O)c(OC)c1
-14% | -9%[11.4 µM] | -23% | 32µM* | 50µM* | ? | ? | -2% | ? | O=C(O)C/C(=C\c1ccc(N2CCOCC2)c([N+](=O)[O-])c1)c1nc2ccccc2s1
3% | -11% | -19% | 3% | -6% | 36% | ? | 1% | 1% | COc1ccc(-c2nnc(NC(=O)C(C)C)s2)c(OC)c1
-2% | -9% | 145%[activator] | -5% | -8% | 0% | 1% | 32% | -5% | CC(=O)NC(Cc1ccc(C)cc1)C(=O)NC1CCN(C(=O)NCc2ccccc2)CC1 (stereo not given)
nt | -32% | 76%[activator] | -13% | nt | nt | nt | nt | -7% | c1ccn(CCc2ccncc2)c1
-7% | 5% | -2% | -6% | 66%[activator] | 5% | 11% | -7% | 8% | CC1=CCC2C(=O)N(Cc3ccccc3)C(=O)C2C1 (stereo not given)
nt | -5% | 105%[activator] | -12% | nt | nt | nt | 2% | -13% | O=C(Nc1cccc(S(=O)(=O)NC2=NCCC2)c1)c1ccc(C(F)(F)F)cc1
nt | -26% | 33%[activator] | -7% | nt | nt | nt | nt | -27% | O=[N+]([O-])c1ccc2nc(NN=Cc3ccc(O)cc3)sc2c1
0% | 22µM* | 32%[activator] | -6% | -10% | 1% | 35%[59 µM] | 6% | -4% | Cc1ccc(C(OCC(C)(C)C[N+](C)(C)C)c2ccccc2)cc1 (stereo not given)
-5% | ? | 154%[activator] | -15% | 9% | 12% | 3% | 25% | -1% | O=C(c1ccc(Br)cc1)N1CCCc2ccccc21
-14% | ? | ? | -19% | -38% | 8% | 11µM* | nt | ? | CCCCCSc1nc2sc3c(c2c(=O)n1-c1ccc(OC)cc1)CCN(C(C)=O)C3
-2% | -8% | 24% | -7% | nt | 34% | -35% | -1% | 5% | CC(C)(C)NS(=O)(=O)c1cc(C(=O)O)ccc1Cl
2% | -8% | 22% | -1% | 11% | 13% | -7% | -1% | 3% | O=C1CC(c2ccc(S(=O)(=O)NC3CC3)cc2)CN1 (stereo not given)

These rows are one share of the data; rates above refer to the full screens.
